# Diaphorase act – counter-screen for diaphorase-based assays: diaphorase activators and chemical reducers | Diaphorase/resazurin coupled assay, resorufin fluorescence, 16 min; active compounds read high; 1 = vehicle wells, 0 = NADH-free wells | 0.005% of 190,000 active | activation factor at 20 µM;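 active = diaphorase activity raised at least twofold by the compound at 20 µM; inactive = activation factor below 2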
#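 Material: purified diaphorase enzyme from Clostridium kluyveri; Also added: 0.114 mM NADH and 0.1 mM resazurin, final amounts; Doses: single compound dose of 20 µM, 1% DMSO final; Times: 16 min enzyme reaction, ambient temperature; Detection: resorufin fluorescence, excitation 544 nm, emission 590 nm; Measure: increased resorufin signal from activators or reducing compounds.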
# TNAP act hi DEA – TNAP (human) activation, high acceptor; purified TNAP, CDP-star luminescence, 1 M DEA, 30 min; active compounds read high; 0 = EDTA background, 1 = DMSO-only activity; activation factor at 20 µM; 200,000 tested, under 10 active; AID 1136;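 active = activation factor at least 2 at 20 µM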
# Target sequence (P05186 whole entry, looked up): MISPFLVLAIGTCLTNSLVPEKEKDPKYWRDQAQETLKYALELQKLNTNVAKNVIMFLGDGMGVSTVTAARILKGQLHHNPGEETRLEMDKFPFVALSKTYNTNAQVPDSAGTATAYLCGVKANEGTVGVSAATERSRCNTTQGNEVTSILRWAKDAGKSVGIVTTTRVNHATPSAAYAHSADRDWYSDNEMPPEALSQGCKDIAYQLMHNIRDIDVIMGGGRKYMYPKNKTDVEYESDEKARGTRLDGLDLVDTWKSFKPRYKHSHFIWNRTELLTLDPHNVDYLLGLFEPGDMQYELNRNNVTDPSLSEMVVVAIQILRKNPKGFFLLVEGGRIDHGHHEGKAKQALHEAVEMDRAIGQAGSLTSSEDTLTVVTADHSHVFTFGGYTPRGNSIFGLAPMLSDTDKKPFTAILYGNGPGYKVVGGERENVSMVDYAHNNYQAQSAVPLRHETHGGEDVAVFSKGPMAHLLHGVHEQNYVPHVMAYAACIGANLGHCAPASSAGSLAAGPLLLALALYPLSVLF
#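 Dosing: 20 µM single point. System: human TNAP. Amount: TNAP 1/800 final. Incubation: 30 min, room temperature. Read-out: TNAP activation factor scaled between EDTA and DMSO control wells. Signal: luminescence from CDP-star hydrolysis. Medium: 1 M DEA, pH 9.8, Mg2+, Zn2+. Control set: EDTA negative control, DMSO positive control.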
# PMI act hi M6P – activators of human phosphomannose isomerase at near-saturating mannose 6-phosphate; AID 1216; 0.34% of 190,000 active; coupled PMI enzyme assay, resazurin fluorescence, 20 min; active compounds read high; 1 = untreated enzyme, 0 = substrate-free blank; P34949; activation factor at 20 µM;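 active = activation factor of 2 or more at 20 µM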
# Target sequence (P34949 whole entry, looked up): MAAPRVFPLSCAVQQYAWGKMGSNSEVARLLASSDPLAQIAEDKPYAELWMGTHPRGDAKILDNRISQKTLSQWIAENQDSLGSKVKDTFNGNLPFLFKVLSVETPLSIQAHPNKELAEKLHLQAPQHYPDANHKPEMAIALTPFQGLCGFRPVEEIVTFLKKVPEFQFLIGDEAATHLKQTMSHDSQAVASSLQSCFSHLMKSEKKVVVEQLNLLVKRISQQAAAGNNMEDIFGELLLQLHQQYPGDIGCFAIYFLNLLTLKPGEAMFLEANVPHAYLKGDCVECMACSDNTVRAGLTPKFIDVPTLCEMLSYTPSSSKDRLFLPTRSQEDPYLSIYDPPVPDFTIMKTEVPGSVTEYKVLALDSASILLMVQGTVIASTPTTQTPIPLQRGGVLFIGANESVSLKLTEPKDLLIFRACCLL
#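 Test system: human PMI in coupled enzyme assay; Input: PMI at 15 ng/mL final; Medium: HEPES buffer, pH 7.4; Schedule: 20 min incubation at room temperature; Technique: resorufin fluorescence at Ex 544/Em 590 nm; Compound: 20 µM single dose; Probe or stimulus: Near-saturating mannose-6-phosphate, 1.0 mM.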
# TNAP inh hiacc – TNAP (human) inhibition, high acceptor; P05186; purified TNAP, CDP-star luminescence, 1 M DEA; inhibition, % at 20 µM; 0.03% of 200,000 active; AID 1135;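 active = over 50% inhibition of tissue-nonspecific alkaline phosphatase at 20 µM in the single-dose screen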;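 also: plate controls were DMSO wells for no effect and EDTA-quenched wells as full inhibition for full effect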
# TNAP inh no acc – inhibitors of human TNAP without phosphate acceptor; purified TNAP, CDP-star luminescence, 30 min; inhibition, % at 20 µM; 0.26% of 200,000 active;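 active = tissue-nonspecific alkaline phosphatase inhibition above about 50% at 20 µM in the single-dose screen, limit read from the data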;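 also: 0% = DMSO negative control and 100% = EDTA positive control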
# Diaph inh CS – inhibits diaphorase or chemically oxidizes, flagging diaphorase assay artifacts; diaphorase resazurin-to-resorufin fluorescence, NADH, 16 min; bacterial (C. kluyveri) enzyme, not human; inhibition, % at 20 µM; 0.69% of 190,000 active; AID 1217;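 active = primary screen inhibition at 20 µM above a set limit, cut at about 50% in these data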;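 also: plate controls were DMSO with full reaction for no effect and wells lacking NADH for full effect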
#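 Assay system – diaphorase enzyme from Clostridium kluyveri · Amount – diaphorase 0.14 U/mL (working solution) · Times – reaction incubation of 16 min at room temperature · Controls – No-NADH positive control and DMSO neutral control · Signal – resorufin fluorescence 544/590 nm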
# bIAP inhibitor – intestinal alkaline phosphatase (bovine) inhibition | inhibition, % at 20 µM | 190,000 tested, under 10 active | purified bovine IAP, CDP-star luminescence, 30 min;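 active = over 50% inhibition of intestinal alkaline phosphatase at 20 µM in the single-dose screen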
#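 System: purified bovine intestinal alkaline phosphatase (IAP) enzyme; Input: IAP diluted 1/65,000,000 in the well; Measured by: CDP-star luminescence signal; Compound dosing: 20 µM single dose; Incubation: 30 min reaction at room temperature.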
# Lmaj promast – inhibitors of Leishmania major promastigote growth; Leishmania major promastigotes, resazurin fluorescence viability; inhibition, % at 10 µM; 9% of 200,000 active; in the data active = inhibition above about 50%;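 also: promastigotes grown with compound for 44 hours at 28 °C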
# PMI act – phosphomannose isomerase (human) activation | P34949 | purified human PMI, coupled resazurin fluorescence, 20 min; active compounds read high; 1 = vehicle control, 0 substrate-free wells | activation factor at 20 µM | 0.005% of 190,000 active | AID 1214;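 active = activation factor of 2 or more at 20 µM, relative to plate controls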
# bIAP activator – intestinal alkaline phosphatase (bovine) activation | purified bovine IAP, CDP-star luminescence, 30 min; active compounds read high; fold of DMSO-control signal, blank-subtracted | activation factor at 20 µM | 0.17% of 200,000 active;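 active = activation factor of 2 or more at 20 µM, a signal rise over negative controls twice the positive control's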
# Active calls of the source: *; x = no result given.
# The opening 5 records, to show the layout:
SMILES,Diaphorase act,TNAP act hi DEA,PMI act hi M6P,TNAP inh hiacc,TNAP inh no acc,Diaph inh CS,bIAP inhibitor,Lmaj promast,PMI act,bIAP activator
CC(=O)Nc1ccccc1Sc1ccccc1,0.9,1,0.8,0,-10,15,13,-4,0.9,0.9
Cn1cc([N+](=O)[O-])c(C(=O)NCc2cc3ccccc3[nH]2)n1,0.9,1,1,-4,-6,6,7,-5,1,0.9
O=C(/C=C/c1ccco1)NC(=S)Nc1cc(-c2nc3ccccc3s2)ccc1Cl,0.9,1,1,-2,-5,9,-4,-4,1,1
Cc1ccccc1N1C(S)=C(C#N)C(=O)NC1c1cccs1 (stereo unspecified),1.1,1,1.2,-1,11,-9,16,-3,1.1,0.8
COc1ccccc1NS(=O)(=O)c1cc(N2Cc3ccccc3C2=N)ccc1N1CCOCC1,0.8,1.1,1,-7,-23,20,3,16,0.8,1

# Main list (from the top)
SMILES,Diaphorase act,TNAP act hi DEA,PMI act hi M6P,TNAP inh hiacc,TNAP inh no acc,Diaph inh CS,bIAP inhibitor,Lmaj promast,PMI act,bIAP activator
CC(=O)Nc1ccccc1Sc1ccccc1,0.9,1,0.8,0,-10,15,13,-4,0.9,0.9
Cn1cc([N+](=O)[O-])c(C(=O)NCc2cc3ccccc3[nH]2)n1,0.9,1,1,-4,-6,6,7,-5,1,0.9
O=C(/C=C/c1ccco1)NC(=S)Nc1cc(-c2nc3ccccc3s2)ccc1Cl,0.9,1,1,-2,-5,9,-4,-4,1,1
Cc1ccccc1N1C(S)=C(C#N)C(=O)NC1c1cccs1 (stereo unspecified),1.1,1,1.2,-1,11,-9,16,-3,1.1,0.8
COc1ccccc1NS(=O)(=O)c1cc(N2Cc3ccccc3C2=N)ccc1N1CCOCC1,0.8,1.1,1,-7,-23,20,3,16,0.8,1
O=C(CSc1nnc2scc(-c3ccccc3)n12)N1CCCc2ccccc21,0.9,1.1,1,-6,-13,13,11,0,0.9,0.9
Nc1nnc(SCc2cn3cc(Cl)ccc3n2)s1,0.9,1,1,-1,-3,7,-11,2,1.1,1.1
CCCC(=O)Nc1ccc(C(=O)Nc2nnc(COCC)s2)cc1,1,1,1.1,-1,-11,0,-1,-3,1.1,1
Cc1ccc(C)n1-n1c(C)nc2scc(-c3ccccc3)c2c1=O,0.9,1,0.9,-5,-7,10,4,10,0.9,1
CCCCCNC(=O)C(C)NS(=O)(=O)c1ccc(OC)cc1 (stereo unspecified),0.9,1,1.1,-3,-5,5,-1,-6,1.1,1
O=C(C1COc2ccccc2O1)N1CCN(c2ccc(F)cc2)CC1 (stereo unspecified),0.8,1.1,1,-9,-12,23,2,8,1,1
Cc1ccccc1Cn1cc(NC(=O)c2cc(-c3ccco3)on2)cn1,1.1,1,1.1,3,15,-9,8,7,1.1,0.9
Cc1ccc(NC(=O)CCSc2nnc(-c3ccco3)o2)cc1,1.1,1.1,1.1,-7,-2,-8,6,-1,1.1,0.9
CCOc1ccccc1C(=O)Nc1ccccc1O,0.9,1.1,0.9,-6,-15,13,17,71*,1,0.8
O=C(COC(=O)c1ccc(Oc2ccccc2)cc1)Nc1nnc(-c2ccccc2)o1,1,1,1,-2,-6,3,-27,-11,1,1.3
COc1cc(/C=N/NC(=O)Cn2nc([N+](=O)[O-])cc2C)cc(Br)c1OCc1ccccc1,1,1,1,-2,-2,-2,12,11,0.9,0.9
COC(=O)C(CCSC)NC(=O)c1cccc([N+](=O)[O-])c1 (stereo unspecified),0.9,1,1,-3,-11,8,9,24,1,0.9
O=C(O)CSCCOc1ccc(OCCSCC(=O)O)cc1,0.9,1,0.9,2,-2,6,-8,-6,1.1,1.1
COc1ccc2[nH]c3ccc(OC)cc3c2c1,0.8,1.1,0.8,-5,9,15,23,-3,0.9,0.8
CN(C)CCN1CCc2ccccc21,1,1,0.9,0,-6,0,3,78*,0.7,1
CCCCn1c(SCC(=O)N2CCCc3ccccc32)nc2c1c(=O)n(C)c(=O)n2C,0.9,1.1,1,-9,2,13,3,5,1.1,1
CCN1CCN(CC(=O)N/N=C/c2ccc(F)cc2F)CC1,0.8,1,1,2,-8,17,-10,-4,1.1,1.1
Cc1ccc2cc(C(c3nnnn3C3CCCC3)N(Cc3cccnc3)Cc3ccco3)c(=O)[nH]c2c1 (stereo unspecified),0.9,1,1,0,-6,10,-8,25,0.9,1.1
CCc1nc(Nc2ccc(N3CCN(C(C)=O)CC3)cc2)c2oc3ccccc3c2n1,1,1.1,0.9,-8,-11,2,-7,9,1,1.1
O=C(NNc1ccc([N+](=O)[O-])cc1)c1ccccc1F,1,0.6,2.3*,36,35,-5,7,-8,1.7,0.9
O=C(c1ccc(Br)cc1)N(C1=NCCCCS1)c1ccccc1,0.8,1,0.9,-3,-20,15,15,-6,0.9,0.8
COc1ccc(Cl)cc1NC(=O)CS(=O)(=O)c1cccc2nsnc12,1,1,0.9,-3,-6,0,9,-4,0.9,0.9
CC(C)c1ccc(NC(=S)NNC(=O)c2cccnc2)cc1,1,1.1,1.1,-8,-109,0,-33,-7,1.1,1.3
Cc1cccc(-n2ncc3c(N4CCc5ccccc54)ncnc32)c1,0.9,1,1,-5,-13,7,13,-3,1.1,0.9
O=C(CC(c1ccc(F)cc1)c1ccco1)Nc1nccs1 (stereo unspecified),0.8,1,0.9,-5,-8,18,11,-1,0.9,0.9
CC1CC(Nc2ccccc2)c2ccccc2N1C(=O)c1ccncc1 (stereo unspecified),0.8,1,1,-3,-9,19,7,1,1,0.9
O=C(Nc1ccc2c(c1)CCC2)c1cccs1,0.8,1,0.9,0,-7,17,11,0,0.9,0.9
COc1ccccc1-c1coc2cc(OCC(=O)OCc3ccccc3)ccc2c1=O,0.7,1.1,0.8,-5,-9,30,3,-4,0.8,1
Cc1ccc(NC(=O)CSc2nc3ccccc3c(=O)n2CCCC(=O)NCCCN2CCOCC2)cc1,1.2,1.1,1.1,-6,-4,-24,-24,1,1.1,1.2
CS(=O)(=O)N(CC(=O)N1CCCCCC1)Cc1ccc(Cl)cc1,0.8,1.1,0.9,-7,-10,19,1,7,0.9,1
CCCc1cc(=O)oc2cc(OCC(=O)Nc3ccc4c(c3)OCCO4)ccc12,1,1,1,3,-2,-1,0,2,1,1
COc1ccc(OC)c(-c2cc(C(F)(F)F)c3c(n2)sc2c(O)cc(=O)[nH]c23)c1,0.9,1,1.1,-1,-8,8,6,-1,1.1,0.9
O=C(OCc1nnc(-c2ccccc2)o1)c1ccc2ccccc2n1,0.9,1.1,0.9,-5,-13,11,11,-5,0.9,0.9
CCN(CC)S(=O)(=O)c1cccc(NC(=O)CSc2nc3ccccc3[nH]2)c1,0.9,1,1,-3,-14,11,-9,7,1,1.1
CC(C)NC(=O)c1ccccc1NC(=O)Cc1ccc(Br)cc1,0.9,1.1,0.9,-8,-13,13,0,1,1,1
CCCN(CCC)C1=N/C(=C\c2ccco2)C(=O)N1c1ccccc1,0.7,1.1,1.6,-8,0,28,10,49,1.3,0.9
NC(=O)COC(=O)c1cccc(S(=O)(=O)N2CCN(c3ccc(F)cc3)CC2)c1,0.9,1,0.8,-5,-4,7,17,-7,0.9,0.8
CCCCSc1nnc(-c2cc3c(C(F)(F)F)nn(C)c3s2)n1C,1,1,1,1,-3,5,-4,12,1,1
CC(NS(=O)(=O)c1ccccc1)C(c1cccs1)N1CCN(c2ccccc2)CC1 (stereo unspecified),0.9,1,0.8,-1,-10,14,8,19,0.9,0.9
Cc1ccc(/C=C/C(=O)Nc2ccc(Oc3ccccc3)cc2)o1,0.7,1,0.9,0,-14,25,-2,8,0.8,1
O=C(COc1ccccc1)N1CCN(C(=O)c2cccs2)CC1,0.9,1.1,1.1,-10,0,9,15,-4,1.1,0.9
O=c1c2ccccc2nc2c3ccccc3c(Cl)nn12,x,1,x,-4,-6,x,-16,-1,x,1.2
CCc1cc(C(=O)N2CCCC(C(=O)c3cccc4ccccc34)C2)n(C)n1 (stereo unspecified),0.8,1,0.9,0,-5,16,5,7,0.9,1
COc1ccc(C(=O)On2c(-c3ccc(Br)cc3)nc3ccccc3c2=O)cc1,0.8,1,1,2,-8,15,20,-8,0.9,0.8
O=C(CCc1nnc(C2CCCCC2)o1)N1CCC(Oc2cccnc2)CC1,x,1,x,0,-3,x,-5,-2,x,1
Cc1occc1-c1nnc(SCC(=O)c2ccc(F)cc2)n1Cc1ccco1,0.9,1,1.2,-3,-7,7,11,13,1.1,0.9
CCOC(=O)C1CCCN(Cc2c(C(=O)N3CCOCC3)nc3ccccn23)C1 (stereo unspecified),0.9,1,1,-1,-4,10,-9,-6,1,1.1
COc1ccc(OC)c(N(CC(=O)N2CCC(C)CC2)S(=O)(=O)c2ccc(OC)c(OC)c2)c1,0.8,1.1,0.9,-7,-5,23,-6,2,0.9,1.1
COc1cc2c(cc1OC)-c1nnc(-c3ccco3)n1C1(CCCC1)C2,0.9,1,1,-3,-10,15,13,58*,1,0.9
CCCOc1ccc(NC(=O)CC2C(=O)N(CC)C(=S)N2CCCN2CCN(Cc3ccccc3)CC2)cc1 (stereo unspecified),0.9,1.1,0.9,-8,-9,14,8,99*,0.9,0.9
Cc1cccc2cc(C#N)c(SCC(=O)NCC3CCCO3)nc12 (stereo unspecified),0.9,1,1.1,-2,-7,10,-24,2,1.1,1.2
CN(C)c1ccc(N2C(=O)CSC2=S)cc1,0.6,1,0.6,0,37,35,8,-4,0.8,0.9
COc1ccc(NC(=O)CC2C(=O)N(c3cccc(OC)c3)C(=O)N2C2CCCCC2)cc1 (stereo unspecified),0.9,1,1.1,-3,-1,13,-5,1,1.1,1.1
O=C(COc1ccc(Cl)cc1Cl)Nc1ccc(Cl)cn1,0.8,1.1,0.9,-6,-12,16,8,-8,0.9,0.9
CC(=O)Nc1ccc(NC(=O)CN(c2cccc(C)c2)S(C)(=O)=O)cc1,0.9,1,1.1,-4,12,5,6,-5,1.1,0.9
# Following part.
SMILES,Diaphorase act,TNAP act hi DEA,PMI act hi M6P,TNAP inh hiacc,TNAP inh no acc,Diaph inh CS,bIAP inhibitor,Lmaj promast,PMI act,bIAP activator
CCOc1ccccc1CNC(=O)Cn1c(=O)oc2ccccc21,1,1.1,1,-7,-4,5,6,-2,1,0.9
C=CCNCCOCCOc1ccc(C)cc1[N+](=O)[O-],0.8,1,1,-4,-16,16,0,81*,0.9,1
Cc1cccc(C)c1NC(=O)COC(=O)c1ccccc1Nc1ccccc1,1,1,1,1,-6,4,-7,14,1,1.1
CSc1ccc(/C=N/NC(=O)c2cccc(O)c2)cc1,1,1,1,1,-5,2,3,-1,1,1

# Screening results as filed in PubChem BioAssay.
